Assay outcomes from PubChem.
sEH activator: soluble epoxide hydrolase activators, primary screen, biochemical, human sEH. 0.04% of 91,000 active. purified human sEH enzymatic activity, activator screen. activation, % at 2 µM. Bifunctional epoxide hydrolase 2 (Homo sapiens), P34913; in the data active means activation above about 37%; further: values of inactives mirror those of a sister screen read the other way
Target sequence (P34913 whole entry, looked up): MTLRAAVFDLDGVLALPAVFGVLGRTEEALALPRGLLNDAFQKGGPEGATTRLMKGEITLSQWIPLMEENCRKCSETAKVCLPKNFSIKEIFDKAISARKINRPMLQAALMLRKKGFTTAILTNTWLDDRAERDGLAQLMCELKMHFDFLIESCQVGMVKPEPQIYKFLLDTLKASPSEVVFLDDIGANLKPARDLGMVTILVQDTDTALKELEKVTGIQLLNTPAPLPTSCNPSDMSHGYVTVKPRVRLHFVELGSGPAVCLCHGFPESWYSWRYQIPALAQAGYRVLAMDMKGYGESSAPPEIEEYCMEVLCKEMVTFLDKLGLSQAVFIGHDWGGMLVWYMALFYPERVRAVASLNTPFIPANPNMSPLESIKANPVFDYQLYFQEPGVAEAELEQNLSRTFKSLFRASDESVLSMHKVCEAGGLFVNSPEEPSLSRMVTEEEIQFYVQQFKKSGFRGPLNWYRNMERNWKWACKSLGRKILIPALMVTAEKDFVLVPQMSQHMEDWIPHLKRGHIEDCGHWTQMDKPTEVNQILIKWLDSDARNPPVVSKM
S1P2 ag: S1P2 receptor agonists, primary screen, cell-based; activation, % at 4.5 µM; S1P2-expressing cell line, agonist reporter read-out; 0.46% of 97,000 active; AID 729, 2007; Sphingosine 1-phosphate receptor 2 (Homo sapiens), O95136; in the data active means activation above about 16%;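 further: 0% = vehicle low control and 100% = maximal reference agonist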
Target sequence (O95136 whole entry, looked up): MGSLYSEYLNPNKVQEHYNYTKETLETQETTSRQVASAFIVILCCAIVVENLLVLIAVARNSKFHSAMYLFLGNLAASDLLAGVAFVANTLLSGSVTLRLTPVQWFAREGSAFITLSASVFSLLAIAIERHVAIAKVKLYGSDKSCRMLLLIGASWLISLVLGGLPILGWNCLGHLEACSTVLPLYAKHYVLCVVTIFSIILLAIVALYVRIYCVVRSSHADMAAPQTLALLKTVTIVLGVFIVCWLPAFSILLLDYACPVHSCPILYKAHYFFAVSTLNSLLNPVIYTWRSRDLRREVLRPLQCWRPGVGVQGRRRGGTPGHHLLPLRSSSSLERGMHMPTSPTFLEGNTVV
S1P2 antag: human S1P2 receptor antagonists, primary screen, cell-based. cell-based S1P2 antagonist assay, inhibition at 5 uM. 0.21% of 97,000 active. AID 736, 2007. Sphingosine 1-phosphate receptor 2 (Homo sapiens), O95136. inhibition, % at 5 µM; in the data active means inhibition above about 45%;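 further: CRE beta-lactamase reporter cells expressing human S1P2 stimulated with S1P; 0% = agonist at EC80 alone and 100% = agonist plus reference antagonist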
Fibroblast inh: antiproliferative effect on LL 47 fibroblasts – human, LL 47 cells, CellTiter-Glo luminescence, primary screen. LL 47 human lung fibroblast viability, ATP luminescence; stronger effect = lower value. viability, % at 10 µM. 1.1% of 85,000 active;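 active means viability at or below 50% in the single dose screen; inactive means viability above 50%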;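 further: compound exposure lasted 72 h before the ATP readout; 100% = median luminescence of untreated cell-only wells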
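Material: Human LL 47 lung fibroblast cells | Input: 1,150 cells/well | Buffer or medium: IMEM plus 15% FBS | Compound dosing: 0.1% DMSO in all compound wells | Times: Overnight cell rest, 72 h compound treatment at 37 °C | Signal: CellTiter-Glo luminescence measuring cellular ATP | Measure: % viability versus median cells-only luminescence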
LYP act: LYP phosphatase activators, primary screen, biochemical, DiFMUP fluorescence, 2 µM. 0.11% of 96,000 active. activation, % at 2 µM. AID 697, 2007. Tyrosine-protein phosphatase non-receptor type 22 (Homo sapiens), Q9Y2R2. recombinant LYP; 0 = plate median, 100 = signal doubled;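 active means activation at 2 µM above a set limit, the mean plus 5 SD, cut at about 37% in these data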
HUVEC prolif 384: inhibitors of HUVEC proliferation, primary screen, cell-based, 384-well; CellTiter-Glo luminescence, 72 h; stronger effect = lower value; viability, % at 10 µM (by protocol); 1.1% of 86,000 active;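 active means viability at or below 30%; inactive means viability above 30%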;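 further: 100% = median luminescence of DMSO-only cell control wells on each plate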
H69AR inhibit: proliferation blockers of H69AR lung cancer cells, primary screen, cell-based, human, 86K library; H69AR lung tumor viability, ATP luminescence, 72 h; stronger effect = lower value; viability, % at 10 µM; 6% of 85,000 active; AID 598, 2007;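 active means viability at or below 40%; inactive means viability above 40%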;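 further: multidrug resistant small cell line overexpressing MRP-1 efflux transporter; 100% = mean luminescence of untreated control wells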
sEH inh: soluble epoxide hydrolase inhibitors, primary screen, biochemical, human sEH; inhibition, % at 2 µM; 0.34% of 91,000 active; Bifunctional epoxide hydrolase 2 (Homo sapiens), P34913; recombinant human sEH enzymatic activity assay; in the data active means inhibition above about 80%; further: values of inactives mirror those of a sister screen read the other way; many of its hits are not listed in these tables
PostGolgi ctrl: growth inhibition of yeast control strain, primary screen, counter-screen for post-Golgi transport modulator project; efflux-deficient yeast background strain, growth absorbance A615, 16 h; inhibition, % at 10 µM; 5% of 98,000 active; in the data active means inhibition above about 30%
Starred values were filed as active, the others as inactive; nt = not tested or not shown. Not all compounds are listed. The share of hits here may be higher or lower than overall.

Sequence of screens: sEH activator	S1P2 ag	S1P2 antag	Fibroblast inh	LYP act	HUVEC prolif 384	H69AR inhibit	sEH inh	PostGolgi ctrl
(1) COC(=O)c1[nH]c2ccccc2c1NC(=O)CN1CCN(c2cccc(OC)c2)C(C)C1 (configuration not stated)
    -2	-8	11	95	-12	70	51	2	15
(2) Oc1ccccc1C1=Nc2ccccc2N=C(c2ccco2)C1
    5	1	-5	96	-2	69	nt	-8	8
(3) CCSc1nc(C)cc(Oc2ccc(=O)n(C)n2)n1
    nt	-2	-12	93	1	99	79	nt	-1
(4) CCn1c(SCC(=O)Nc2cc(C)ccc2C)nc2c(c1=O)SC(C)C2 (configuration not stated)
    nt	nt	nt	97	nt	93	48	nt	8
(5) Cc1cc2c(cc(C(=O)OC(C(=O)NCc3ccco3)C(C)C)n2C)o1 (configuration not stated)
    4	-2	-38	98	3	99	95	-6	14
(6) CCN(CC)C(=O)CSc1nc2cccnc2n1-c1ccccc1OC
    0	-3	9	90	-7	103	98	-3	3
(7) O=C(NC1=NCCS1)C1Cc2ccccc2CN1C(=O)c1ccccc1 (configuration not stated)
    3	-1	17	103	0	90	88	-2	9
(8) CN(C)CC(=O)c1c[nH]c2ccccc12
    -3	-8	7	96	11	92	91	6	24
(9) Cc1ccc(CSc2nnc(NC(=O)C3COc4ccccc4O3)s2)cc1 (configuration not stated)
    -1	-3	27	nt	-4	nt	nt	2	2
(10) CCCc1nnc(NC(=O)c2cc3ccccc3oc2=O)s1
    5	-2	-15	99	1	100	96	-3	14
(11) Cc1cnc(Sc2ncccc2[N+](=O)[O-])nc1
    8	1	2	98	-7	99	92	-10	nt
(12) C=CCn1c(=O)c2ccccc2n2c(SCC(=O)/C(C#N)=C(\C)N)nnc12
    -16	-10	2	99	3	106	91	16	-1
(13) CCC(=O)Nc1ccc(NC(=O)c2ccco2)cc1
    1	-10	23	135	-8	96	99	2	1
(14) Cn1c(CCNC(=O)c2ccco2)nc2cc(NC(=O)C3CCCCC3)ccc21
    -20	-4	-2	101	6	88	72	22	nt
(15) CC1(C)CC(=O)C(C=Nc2ccccc2)=C(O)C1
    -17	-11	-9	90	-1	91	83	15	-5
(16) CC1CCc2c(nc3ncnn3c2N2CC(C)OC(C)C2)C1 (configuration not stated)
    -19	-2	-20	98	16	94	83	18	-10
(17) O=C(CC1(C(F)(F)F)OCCO1)Nc1ccc2c(c1)OCO2
    -5	-3	-6	101	0	95	92	4	1
(18) Cc1ccc2nc(N/N=C/c3ccccc3C#N)nc(-c3ccccc3)c2c1
    6	-3	13	nt	-5	nt	nt	-4	21
(19) CCSc1nnc(Nc2ccccc2)s1
    nt	-4	12	92	7	111	87	nt	12
(20) CCOc1ccccc1CNc1ccc(N2CCOCC2)c(C(=O)O)c1
    -2	-2	-16	102	3	95	95	2	2

Reprinted: compounds 7–20
Sequence of screens: sEH activator	S1P2 ag	S1P2 antag	Fibroblast inh	LYP act	HUVEC prolif 384	H69AR inhibit	sEH inh	PostGolgi ctrl
(7) O=C(NC1=NCCS1)C1Cc2ccccc2CN1C(=O)c1ccccc1 (configuration not stated)
    3	-1	17	103	0	90	88	-2	9
(8) CN(C)CC(=O)c1c[nH]c2ccccc12
    -3	-8	7	96	11	92	91	6	24
(9) Cc1ccc(CSc2nnc(NC(=O)C3COc4ccccc4O3)s2)cc1 (configuration not stated)
    -1	-3	27	nt	-4	nt	nt	2	2
(10) CCCc1nnc(NC(=O)c2cc3ccccc3oc2=O)s1
    5	-2	-15	99	1	100	96	-3	14
(11) Cc1cnc(Sc2ncccc2[N+](=O)[O-])nc1
    8	1	2	98	-7	99	92	-10	nt
(12) C=CCn1c(=O)c2ccccc2n2c(SCC(=O)/C(C#N)=C(\C)N)nnc12
    -16	-10	2	99	3	106	91	16	-1
(13) CCC(=O)Nc1ccc(NC(=O)c2ccco2)cc1
    1	-10	23	135	-8	96	99	2	1
(14) Cn1c(CCNC(=O)c2ccco2)nc2cc(NC(=O)C3CCCCC3)ccc21
    -20	-4	-2	101	6	88	72	22	nt
(15) CC1(C)CC(=O)C(C=Nc2ccccc2)=C(O)C1
    -17	-11	-9	90	-1	91	83	15	-5
(16) CC1CCc2c(nc3ncnn3c2N2CC(C)OC(C)C2)C1 (configuration not stated)
    -19	-2	-20	98	16	94	83	18	-10
(17) O=C(CC1(C(F)(F)F)OCCO1)Nc1ccc2c(c1)OCO2
    -5	-3	-6	101	0	95	92	4	1
(18) Cc1ccc2nc(N/N=C/c3ccccc3C#N)nc(-c3ccccc3)c2c1
    6	-3	13	nt	-5	nt	nt	-4	21
(19) CCSc1nnc(Nc2ccccc2)s1
    nt	-4	12	92	7	111	87	nt	12
(20) CCOc1ccccc1CNc1ccc(N2CCOCC2)c(C(=O)O)c1
    -2	-2	-16	102	3	95	95	2	2

Additional structures
Sequence of screens: sEH activator	S1P2 ag	S1P2 antag	Fibroblast inh	LYP act	HUVEC prolif 384	H69AR inhibit	sEH inh	PostGolgi ctrl
(21) Cc1cc(=O)oc2c1c(C)nn2-c1nn[nH]n1
    4	-5	-7	96	-2	105	89	-2	-2
(22) Cc1cc(C)nc(Nc2ncc(O)n2-c2ccccc2)n1
    17	4	-7	92	0	92	99	-18	2
(23) CC(NC(=O)c1cc2c(s1)CCCC2)C(C)(C)C (configuration not stated)
    -5	-7	-3	105	0	110	93	4	12
(24) Cc1ccc(NS(=O)(=O)c2ccc(OCC(=O)NCc3ccco3)cc2)cc1
    -4	-8	0	106	16	94	103	4	14
(25) Cc1cccc(Oc2c(C=O)c3ccccc3n2C)c1
    -5	-1	12	nt	2	nt	nt	5	16
(26) CCCCNC(=O)C1CCCN(S(=O)(=O)c2ccc(-n3cnnn3)cc2)C1 (configuration not stated)
    -1	-6	0	85	0	91	91	-1	-5
(27) O=c1c(-c2ccco2)[n+]([O-])c2ccccc2n1OCc1ccccc1
    -6	-1	-17	100	-9	90	91	9	1
(28) COc1ccc(OC)c(NC(=O)C2CCCCC2C(=O)O)c1 (configuration not stated)
    14	-4	20	97	14	93	98	-10	1
(29) CN(c1ccc(C(=O)O)cc1)S(=O)(=O)c1ccc(Cl)cc1
    -10	1	19	102	-1	102	98	10	4
(30) CCOc1cc(-c2cc(-c3ccc(C)cc3)nc(N)c2C#N)ccc1O
    2	1	-4	65	-2	41	6.9*	-2	6
(31) CCCCOC(=O)Nc1cccc(C(=O)OCC)c1
    -11	-2	-32	103	-6	96	85	11	0
(32) Cc1nn(Cc2ccccc2)c(=O)n1N(C)c1ncc(C(F)(F)F)cc1Cl
    -9	-3	-6	106	4	103	91	9	4
(33) Cc1cc(C)nc(Nc2n[nH]c(COc3ccc4ccccc4c3)n2)n1
    11	-6	-13	92	-7	70	74	-11	3
(34) Cc1ccc(S(=O)(=O)CCC(=O)OCC(=O)N2CC(=O)Nc3ccccc32)cc1
    11	-1	5	99	19	96	79	-11	-3
(35) C=CCNc1nc2c(c(=O)[nH]c(=O)n2C)n1Cc1cccc(C)c1
    13	-4	11	104	3	107	96	-14	1
(36) CCOc1cccc(NC(=O)C2CC(=O)N(C)C2)c1 (configuration not stated)
    4	-1	-13	95	-2	101	91	-4	6
(37) CCOC(=O)/C(C#N)=C\c1ccc(N2CCN(C)CC2)cc1
    -5	-6	-4	nt	-3	nt	nt	3	4
(38) CCOc1ccc(Nc2nc(Cc3nnc(SCC(=O)c4ccc(C)cc4)o3)cs2)cc1
    -2	-4	-28	98	-8	91	89	3	-1
(39) O=C(NCc1ccc2c(c1)OCO2)c1ccccn1
    10	-2	-2	100	12	84	88	-12	5
(40) CC(C)[C@H](NC(=O)NCCc1ccc(Cl)cc1)C(=O)O
    10	-9	-5	100	-6	82	93	-9	15
(41) c1ccc2c(c1)oc1c(N3CCOCC3)ncnc12
    3	-5	-13	87	9	87	98	-4	7
(42) COc1ccc(N2CCN(C(=O)C(OC(C)=O)c3ccccc3)CC2)cc1 (configuration not stated)
    -5	-1	6	98	-10	103	91	5	15
(43) COc1nc(NC23CC4CC(CC(C4)C2)C3)nc(OC)n1
    0	-2	-8	nt	4	nt	nt	-1	34*
(44) CSCCC(CO)NC(=O)OCc1ccccc1 (configuration not stated)
    6	0	9	89	1	82	97	-4	-4
(45) O=C1Nc2ccccc2C12OCCS2 (configuration not stated)
    nt	nt	nt	99	nt	91	94	nt	-1
(46) Cc1cc(NC(=O)Cc2ccccc2)nc2c1c(=O)oc1ccccc12
    nt	8	-18	nt	4	nt	nt	nt	0
(47) COC(=O)c1sc(=S)sc1C(=O)OC
    2	-4	7	nt	6	93	70	-3	13
(48) Cc1[nH]c2ccccc2c1CCNC(=O)c1ccc2c(c1[N+](=O)[O-])C(=O)c1ccccc1C2=O
    0	-6	-23	nt	-4	nt	nt	-3	27
(49) OC(CSc1ccccc1Cl)CN1CCN(c2ccccc2F)CC1 (configuration not stated)
    -5	-6	-1	nt	0	nt	nt	7	21
(50) CC(SCC(=O)Nc1ccc(S(=O)(=O)N2CCCCC2)cc1)C(=O)O (configuration not stated)
    -22	-5	18	96	-6	96	98	21	-2
(51) COc1cc(C)c(CNc2cc(C)cc(C)c2)cc1C
    4	2	-1	99	-1	101	84	-4	-6
(52) CC(Cc1cccs1)NC(=O)Nc1cccc(Cl)c1 (configuration not stated)
    -85	-7	-12	95	10	94	90	84*	17
(53) CCOc1ccc2nc(N3CCCC(C(=O)NCCCN4CCOCC4)C3)sc2c1 (configuration not stated)
    nt	nt	nt	95	nt	91	86	nt	-2
(54) CCN(CC)C(=O)CN(C#N)c1nc(NC(C)C)nc(NC(C)C)n1
    -2	-4	8	102	-1	104	67	-1	11
(55) N#CCCn1cc(C(CC(=O)c2ccc(Br)cc2)C(=O)O)c2ccccc21 (configuration not stated)
    nt	-3	5	96	nt	99	89	nt	-8
(56) Cc1sc(NC(=O)CCl)c(C(=O)c2ccccc2)c1C
    -3	-2	-6	nt	8	nt	nt	4	19
(57) CCOC(=O)CSc1snnc1-c1ccccc1
    5	-3	2	95	-6	102	95	-2	12
(58) CCOc1ccc(CSC(=N)N)cc1[N+](=O)[O-]
    5	-4	-5	92	8	52	48	-4	4
(59) Cc1cccc2cc(CN(Cc3nnnn3Cc3ccccc3)C3CCCC3)c(=O)[nH]c12
    5	-7	-2	87	-7	89	45	-4	13
(60) C=CCSc1nc2c(cc1C#N)CCC2
    -8	-4	-10	92	4	97	93	10	-5
(61) CSc1nc2c(c(=O)n1-c1ccc(C)cc1)SCC2
    nt	nt	nt	105	nt	105	88	nt	23
(62) Cc1occc1C(=O)N/N=C/c1cccs1
    -21	-5	13	nt	4	nt	nt	20	6
(63) CCCNC(=O)CN(c1ccc(F)cc1)S(=O)(=O)c1ccc2c(c1)OCCO2
    5	-6	10	111	-4	93	100	-5	0
(64) Cc1ccc(Nc2cnn(C34CC5CC(CC(CC(=O)O)(C5)C3)C4)c(=O)c2Cl)cc1C
    17	-5	-26	99	-5	100	97	-21	-2
